GBA enhancer: increases beta-glucosidase activity in Gaucher fibroblasts | P04062 | L444P Gaucher fibroblasts, 4-MU-glucoside fluorescence, 3 days | activation, % at 10 µM | hit rate 0.44% among 30,000; in the data active = activation above about 65%;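 also: 0% = vehicle wells and 100% = positive control wells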
Target sequence (P04062 whole entry L483P): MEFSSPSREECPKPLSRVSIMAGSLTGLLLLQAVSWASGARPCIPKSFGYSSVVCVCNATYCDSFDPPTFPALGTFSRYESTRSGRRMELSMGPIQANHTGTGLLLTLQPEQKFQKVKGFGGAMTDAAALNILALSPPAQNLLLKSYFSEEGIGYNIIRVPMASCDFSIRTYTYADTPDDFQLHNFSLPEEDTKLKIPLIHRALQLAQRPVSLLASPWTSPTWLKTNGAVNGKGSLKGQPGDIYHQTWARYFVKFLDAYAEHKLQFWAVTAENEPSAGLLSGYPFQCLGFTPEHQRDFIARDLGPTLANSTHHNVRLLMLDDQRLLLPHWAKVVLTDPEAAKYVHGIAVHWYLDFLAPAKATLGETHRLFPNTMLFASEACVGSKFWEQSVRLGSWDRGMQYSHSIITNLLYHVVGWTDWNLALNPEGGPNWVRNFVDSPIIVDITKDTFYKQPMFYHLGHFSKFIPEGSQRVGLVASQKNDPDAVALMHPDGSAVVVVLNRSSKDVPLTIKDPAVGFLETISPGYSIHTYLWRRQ
* = called active by the depositor.

SMILES,GBA enhancer
O=S(=O)(c1ccc2c(c1)OCCO2)N1CCC(n2nnc3cc(F)ccc32)CC1,11.7
O=C(O)c1ccccc1NS(=O)(=O)c1cccc2cccnc12,8.6
Cc1ccc(-c2noc(CSc3nc(N)cc(N)n3)n2)cc1,-41.5
COc1ccc(NC(=O)CSc2nnc(-c3ccccc3Cl)n2Cc2ccco2)c(OC)c1,6.3
O=C(NCc1cccnc1)c1cc(-c2cccs2)on1,2.2
Cc1c(NC(=O)CN2C(=O)c3cccc4cccc2c34)c(=O)n(-c2ccccc2)n1C,-1.0
COc1ccc(-c2cc(C(=O)NC(C(=O)O)C(C)C)c(C)o2)cc1OC (stereo not given),-4.1
Cc1ccc(-c2cc(C(=O)OCC(=O)Nc3cc(C)on3)c3ccccc3n2)c(C)c1,-10.3
COc1cccc(C(=O)Oc2cc(N)n(S(=O)(=O)c3ccc(C)cc3)n2)c1OC,-4.4
c1ccc2c(c1)CCCn1nnnc1-2,-13.5

(listing goes on)
SMILES,GBA enhancer
COc1nonc1NCn1nc(C)cc1C,16.4
Cn1cc(S(=O)(=O)CC(=O)N2CCc3ccccc32)c2ccccc21,-6.7
COC(=O)Nc1sc2c(c1C(=O)N1CCOCC1)CCC(C)C2 (stereo not given),3.0
O=C(O)c1ccc(CN2C(=O)c3ccccc3S2(=O)=O)cc1,-22.9
CCOC(=O)c1sc2ncn(C(CC)C(=O)OCC)c(=O)c2c1C (stereo not given),4.3
CCOc1nc(C)ccc1-c1noc(-c2ccccn2)n1,-41.3
COCCCn1c(SCC(=O)NCc2ccco2)nc2sc3c(c2c1=O)CCC3,-11.4
CCN1C(=O)c2cccc3c(S(=O)(=O)Nc4ccc(OC)cc4OC)ccc1c23,2.5
Cc1cc(NC(=O)CSc2nc3ccsc3c(=O)n2Cc2ccccn2)n[nH]1,-39.4
CCOC(=O)Cc1[nH]nc2c1C(c1ccoc1)C(C#N)=C(N)O2 (stereo not given),9.6

Additional records
SMILES,GBA enhancer
COc1ccccc1C1C(C#N)=C(N)Oc2cc(C)n(CCCn3ccnc3)c(=O)c21 (stereo not given),-3.9
CCCOC(=O)c1[nH]c2c(c1C)C(=O)CC(c1ccc(OC)c(OC)c1)C2 (stereo not given),-15.7
Cc1cc(C)cc(Oc2ccc(N)cc2)c1,-23.1
COc1ccc(-c2noc(CCC(=O)NCCN(C)Cc3ccccc3)n2)cc1,-10.9
O=C(NC1CCCC1)C1CCN(S(=O)(=O)c2cccc3cccnc23)CC1,4.1
O=C(NCc1ccc2c(c1)OCO2)c1cccnc1,7.7
COc1ccc(/C(O)=C2\C(=O)C(=O)N(CCCN(C)C)C2c2ccccc2F)cc1Cl (stereo not given),-11.6
Cc1cccc(NC(=O)c2cc3n(n2)C(C(F)(F)F)CC(c2ccc4c(c2)OCO4)N3)c1 (stereo not given),-6.3
COCCn1c(C)cc(C(=O)CSc2nc3ccccc3c(=O)[nH]2)c1C,-20.4
Cc1cc2nnc(SCC(=O)NCc3ccco3)n2c2ccccc12,-12.6

An excerpt from above in order of SMILES length, smallest number first.
SMILES,GBA enhancer
COCCn1c(C)cc(C(=O)CSc2nc3ccccc3c(=O)[nH]2)c1C,-20.4
CCCOC(=O)c1[nH]c2c(c1C)C(=O)CC(c1ccc(OC)c(OC)c1)C2 (stereo not given),-15.7
COc1ccc(/C(O)=C2\C(=O)C(=O)N(CCCN(C)C)C2c2ccccc2F)cc1Cl (stereo not given),-11.6

The results go on.
SMILES,GBA enhancer
COc1cc2cc(C(c3nnnn3C3CCCC3)N3CCCCCC3)c(=O)[nH]c2cc1OC (stereo not given),-7.1
CCCOP(=O)(c1ccc(N(C)C)cc1)C(O)c1ccncc1 (stereo not given),-16.8
CCS(=O)(=O)N1CCCC(C(=O)NCCCOC)C1 (stereo not given),10.3
CN(CCNC(=O)C1CCN(S(=O)(=O)N2CCOCC2)CC1)CCc1ccccc1,-35.8
Cc1cc(-n2c(C)cc(C(=O)COC(=O)CN=C3NS(=O)(=O)c4ccccc43)c2C)no1,1.5
Fc1cccc(F)c1CN1CCN(c2ncccn2)CC1,-2.6
CCOC(=O)c1c(NC(=O)c2ccn(CC)n2)sc2c1CCCC2,40.1
COc1ccc(S(=O)(=O)n2nc(OC(=O)c3ccccc3)cc2N)cc1,37.4
CC(=O)Nc1ccc(NC(=O)c2cccc(C(=O)OC(C)C)n2)cc1,-0.3
C=CCn1c(=N)c(C(=O)OC)cc2c(=O)n3cccc(C)c3nc21,-1.9

4 successive compounds out of the list so far:
SMILES,GBA enhancer
COc1cc2cc(C(c3nnnn3C3CCCC3)N3CCCCCC3)c(=O)[nH]c2cc1OC (stereo not given),-7.1
CCCOP(=O)(c1ccc(N(C)C)cc1)C(O)c1ccncc1 (stereo not given),-16.8
CCS(=O)(=O)N1CCCC(C(=O)NCCCOC)C1 (stereo not given),10.3
CN(CCNC(=O)C1CCN(S(=O)(=O)N2CCOCC2)CC1)CCc1ccccc1,-35.8

(continued)
SMILES,GBA enhancer
NC(=O)OCC(COC(N)=O)c1ccccc1,-15.1
CC1CCCCC1NC(=O)C1Cc2ccccc2CN1S(C)(=O)=O (stereo not given),-3.0
CC(C)c1nnc(SCc2ccc(CSc3nnc(C(C)C)n3N)cc2)n1N,-13.8
O=C(c1ccncc1)N(Cc1cc2ccccc2[nH]c1=O)C1CCCCC1,-6.8
Cn1c(=O)c2ncn(CC(=O)NCCC3=CCCCC3)c2n(C)c1=O,7.5
O=C(Nc1cccc(-c2nnc(-c3ccccc3)o2)c1)c1ccc(Br)o1,13.5
CCC1SC2=NCN(c3ccccc3)CN2C1=O (stereo not given),-1.2
Cn1c(C(=O)NCC2CCCO2)cc2c(=O)n3ccccc3nc21 (stereo not given),-8.0
COc1cc(NC(=O)c2ccc(-c3ccc(Br)cc3)o2)ccc1NC(=O)C(C)C,0.4
CCC(=O)c1ccc(OCCSc2ncccn2)cc1,-41.8

(further entries)
SMILES,GBA enhancer
Cc1cc(C(=O)Oc2ccccc2C(=O)O)c(C)o1,20.3
CCn1cc(C(=O)NCc2ccc(C)o2)c2cc(OC)c(OC)cc2c1=O,16.8
O=c1[nH]c(-c2ccccc2O)nc2c1CCCC2,-4.7
Cc1ccc(-c2nnc(SCC(=O)N3CCCC3)o2)cc1C,3.5
COc1ccccc1-c1nc(C#N)c(NCc2ccc(F)cc2)o1,-25.9
C1=CC2CC1CC2CNCc1ccco1 (stereo not given),2.9
O=C(CCn1c(=O)sc2ccccc21)NCCC1=CCCCC1,18.9
CNc1nc(NC)nc(-n2c(C(F)(F)F)nc3ccccc32)n1,-4.0
Cc1ccc2c(c1)c1c(n2CC(O)Cn2c(C)nc3ccccc32)/C(=N\O)CCC1 (stereo not given),-19.7
COc1ccc(C)cc1NC(=O)c1cnc2n(c1=O)CCS2,-3.8

Continuation.
SMILES,GBA enhancer
CC1CC(C)CN(CC(=O)N2CCc3[nH]c4ccccc4c3C2)C1 (stereo not given),-15.9
CC(=O)Oc1cc(C(C)C)c(OCCN(C)C)cc1C,-9.8
Cc1ccc(CCNC(=O)C2CCN(c3nn4c(=O)cc(C)nc4s3)CC2)cc1,5.9
COC(=O)c1nnn(-c2nonc2N)c1-c1cccs1,-6.0
CCn1c(=S)sc2nc(C)sc21,-16.8
CCn1c(=O)c2cc(S(=O)(=O)NCCOc3ccccc3)ccc2n(CC)c1=O,-20.0
C=CCSc1nc2ccccc2[nH]1,-1.1
Cc1cc(N2CCN(c3ccccn3)CC2)n2nc(C)nc2n1,4.2
O=C(Nc1nc2ccccc2s1)C1CCCN1S(=O)(=O)c1ccc(Cl)cc1 (stereo not given),49.6
COc1cc2c(cc1OC)CN(C(=O)CSc1n[nH]c(N)n1)CC2,-28.5

New compounds follow.
SMILES,GBA enhancer
Cc1cc(NC(=O)c2noc3c2CCCC3)n(-c2ccccc2)n1,0.4
C[C@]12CC[C@@H]3c4ccc(O)cc4CC[C@H]3[C@@H]1CCC2=O,-21.5
CCOC(=O)c1ccc(NC(=O)NC2CC3CCC(C2)N3Cc2nnnn2C(C)(C)C)cc1 (stereo not given),12.5
O=C(Nc1ccccc1Cl)N1CCN(c2ncccn2)CC1,5.1
CCC(=O)Nc1cc(Cl)ccc1N1CCN(C(=O)CC)CC1,-51.8
O=C(CN1CCOCC1)OCCCc1ccccc1,-16.8
CS(=O)(=O)NCc1ccc(C(=O)NCc2ccccc2)cc1,-14.2
COC(=O)CN1CCN(C(=O)c2ccc(F)cc2)c2ccccc2C1,106.0*
COc1ccccc1CC(=O)N1CCCC1,-1.8
COC(=O)c1c(NC(=O)CN2CCN(Cc3ccc4c(c3)OCO4)CC2)sc(C)c1C,-99.7

Single values from the entries so far.
Under GBA enhancer, COC(=O)CN1CCN(C(=O)c2ccc(F)cc2)c2ccccc2C1 has the entry 106.0*
Under GBA enhancer, O=C(Nc1ccccc1Cl)N1CCN(c2ncccn2)CC1 has the entry 5.1
Under GBA enhancer, O=C(CN1CCOCC1)OCCCc1ccccc1 has the entry -16.8

(continued)
mol	GBA enhancer
Cc1cc(NC(=O)C(C)C)ncc1NC(=O)Cc1ccccc1	-30.6
Cc1ccc(N2C(=O)[C@@H]3[C@H](C2=O)C2c4ccccc4C=CN2[C@@H]3C(=O)c2ccco2)cc1 (stereo not given in full)	-11.8
CCOC(=O)CC(=O)CSc1ncc(C(=O)OCC)c(N)n1	-24.3
Cc1nnc(NC(=O)C2CCCO2)s1 (stereo not given)	1.8
COc1ccccc1NC(=O)CN1CCN(C2c3ccccc3-c3ccccc32)CC1	-52.2
CCC(C)Sc1nc2c(c(=O)[nH]c(=O)n2C)n1Cc1ccc(Cl)cc1 (stereo not given)	-3.2
CC(=O)c1ccc(OCCCC(=O)NCC(c2ccco2)N(C)C)cc1 (stereo not given)	-21.9
Nc1c(C(=O)NCc2ccco2)nnn1-c1ccccc1	2.7
Cc1ccc(Cl)cc1N1CCN(Cc2nnnn2Cc2ccco2)CC1	5.4
Cc1ccc(S(=O)(=O)N(C)CC(=O)N2CCN(C(=O)c3ccco3)CC2)cc1	-21.0
O=S(=O)(c1ccc(F)cc1)c1nc(-c2ccc(F)cc2)oc1NCCN1CCOCC1	0.4
CCc1cc(=O)oc2cc3oc(C)c(C)c3cc12	-31.8

Next structures:
mol	GBA enhancer
Cc1cc(C)n(Cc2ccc(C(=O)NCc3ccco3)o2)n1	-16.6
CC(=O)c1c(C)cc(C)c(CSc2nnc(-c3ccco3)o2)c1C	-12.7
Cc1ccc2c(c1)N(CCC(=O)NCc1ccco1)C(=O)CO2	-12.2
CCOC(=O)N=S(N)(=O)c1ccccc1 (stereo not given)	-3.0
CCSc1nnc(NC(=O)C2CCCCC2C(=O)OCC(F)(F)C(F)F)s1 (stereo not given)	20.7
C=CCNc1nc(NCCN2CCOCC2)nc(N2CCOCC2)n1	2.0
CCc1ccc2[nH]c(=O)c(CN(Cc3ccc4c(c3)OCO4)Cc3nnnn3C3CCCC3)cc2c1	-11.4
O=CNCC(=O)NCCc1ccc(Cl)cc1	-2.1
c1ccc(Cn2nnc3c(NCC4CCCO4)ncnc32)cc1 (stereo not given)	-21.0
CC1Cc2ccccc2N1C(=O)C1CCN(S(=O)(=O)Cc2ccccc2)CC1 (stereo not given)	3.8
CCc1nc(SCC(=O)NCCc2ccccc2)n[nH]1	1.7
COc1ccc(Br)cc1C(=O)Nc1nnn(C)n1	-2.0

Later entries:
mol	GBA enhancer
CC1CCN(S(=O)(=O)c2ccc(NC(=O)CN3CCN(c4ccccc4)CC3)cc2)CC1	-28.5
CCCC(=O)NC(Nc1ccc(S(=O)(=O)Nc2ncccn2)cc1)(C(=O)OCC)C(F)(F)F (stereo not given)	-1.1
CCc1nc(N2CCCCC2C)c2oc3ccccc3c2n1 (stereo not given)	-39.6
COC(=O)C1(S(=O)(=O)c2cc(Br)cc3c2N(C(C)=O)CC3)CC1	-20.2
O=C(CSc1nccn1Cc1ccccc1)Nc1nccs1	-22.1
O=S(=O)(/C=C/c1ccccc1)n1cnc2ccccc21	1.4
COc1ccc(N2CCN(C(=O)c3cn(C)c(=O)c4c3c3ccccc3n4C)CC2)cc1	-18.7
CC(C)NS(=O)(=O)c1ccc(OCC(=O)NCc2ccc3c(c2)OCO3)c(Cl)c1	-47.0
COc1ccc(S(=O)(=O)N2CCC(O)(c3ccc4c(c3)OCO4)CC2)cc1	-40.6
CC(=O)OCC(=O)[C@@]1(O)CC[C@H]2[C@@H]3CCC4=CC(=O)C=C[C@]4(C)[C@H]3[C@@H](O)C[C@@]21C	-20.1
Cn1nnc2cc(NC(=O)N3CC4(C)CC3CC(C)(C)C4)ccc21 (stereo not given)	4.5
Cc1cccc2cc(CN(Cc3ccco3)C(c3nnnn3CCc3ccccc3)C(C)C)c(=O)[nH]c12 (stereo not given)	0.7

(further entries)
mol	GBA enhancer
Cc1nc2sccn2c(=O)c1CCN1CCC(=C(c2ccc(F)cc2)c2ccc(F)cc2)CC1	-24.9
c1coc(-c2nnc(NC3=NCCC3)o2)c1	1.2
COC(=O)c1nnn(-c2nonc2N)c1CSc1nc2ccccc2s1	-3.4
COc1ccc(C2(CNC(=O)CCC(=O)O)CCCC2)cc1	-11.3
O=C(CCN1C(=O)C2C3C=CC(C3)C2C1=O)N1CC(=O)N(CCc2ccccc2)C(=O)C1 (stereo not given)	-20.4
COc1ccccc1NC(=O)CN1CCN(c2ccccc2F)CC1	-27.9
CCN(CC(=O)Nc1ccc2c(c1)OCCO2)C(=O)C1CCCCC1	2.9
O=C(c1cnn2c1NC(c1ccco1)CC2C(F)(F)F)N1CCN(c2cccc(Cl)c2)CC1 (stereo not given)	5.5
Cc1ccc2nc(NC3=NCN(CCc4ccccc4)CN3)nc(C)c2c1	-23.9
O=C(CSc1nnc(-c2ccncc2)n1Cc1ccco1)c1ccc(Cl)cc1	25.4
Cc1cc(C(=O)NC2=NCCS2)cs1	-87.7
CCOC(=O)c1c(-c2ccc(C)o2)csc1NC(=O)CSc1nncs1	-5.3
Cc1c(NC(=O)NC(C)N2C(=O)C3C4C=CC(C4)C3C2=O)c(=O)n(-c2ccccc2)n1C (stereo not given)	-1.5
COc1ccc(NC(=O)CN2CCN(c3ccc(F)cc3)CC2)cc1Cl	2.3

A portion of the library (hit frequency here may not be typical).
